Gli-Sufu antag = Gli-Sufu pathway antagonism; inhibition, % at 5 µM; 340,000 compounds, 0.74% hits; AID 588413; Sufu-KO-LIGHT fibroblasts, Gli luciferase reporter luminescence;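 active means inhibition above about 55%, limit read from the data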;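 further: 0% = DMSO-treated cells and 100% = wells with medium but no cells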
APJ ag = agonists of human APJ apelin receptor; P35414; CHO-K1 APJ PathHunter beta-arrestin, luminescence; 0% DMSO wells, 100% apelin; activation, % at 20 µM; 330,000 compounds, 0.11% hits; AID 2520;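 active means activation more than six SD over the plate average, tested at 20 µM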;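 further: 0% = DMSO alone and 100% = apelin-13 at 10 nM; some results filed as inactive read as strong as hits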
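Assay system: engineered CHO-K1 APJ arrestin reporter cells; Amount: 1000 CHO-K1 reporter cells seeded per well; Dosing: one dose, 20 µM compound, 1% DMSO; Times: compound stimulation 90 min at 25 °C, detection 60 min; Measured by: luminescent beta-gal fragment complementation, chemiluminescent substrate; Read-out: APJ–arrestin association signal; Controls: DMSO vs Apelin-13 10 nM.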
ATG4B inhibitor = blocks human ATG4B protease cleavage of LC3 substrate; 340,000 compounds, 0.51% hits; inhibition, % at 8.33 µM; Q9Y4P1; AID 504462; ATG4B cleavage of LC3-PLA2, NBD-HPC fluorescence, 1 h; in the data active means inhibition above about 40%
UBC13 inh = blocks human UBC13 polyubiquitin chain formation. P61088. TR-FRET. inhibition, % at 20 µM. 330,000 compounds, 0.47% hits; in the data active means inhibition above about 45%, passing the limit was not always enough
Target sequence (P61088 whole entry, looked up): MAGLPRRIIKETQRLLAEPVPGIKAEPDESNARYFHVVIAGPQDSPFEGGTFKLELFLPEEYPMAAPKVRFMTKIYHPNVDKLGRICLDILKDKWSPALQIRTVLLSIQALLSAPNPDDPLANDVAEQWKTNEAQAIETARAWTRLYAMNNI
CCR6 antagonist = blocks CCL20-driven beta-arrestin recruitment at human CCR6; CHO-K1 CCR6 PathHunter beta-arrestin, luminescence, CCL20-stimulated; inhibition, % at 20 µM; 340,000 compounds, 0.49% hits;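 active means compounds whose inhibition of the agonist-driven luminescence signal at 20 µM reaches about 50%, limit read from the data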;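 further: cells stimulated with CCL20 at 14 nM final; plate controls were DMSO with CCL20 for no effect and DMSO without agonist for full effect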
Target sequence (P51684 whole entry, looked up): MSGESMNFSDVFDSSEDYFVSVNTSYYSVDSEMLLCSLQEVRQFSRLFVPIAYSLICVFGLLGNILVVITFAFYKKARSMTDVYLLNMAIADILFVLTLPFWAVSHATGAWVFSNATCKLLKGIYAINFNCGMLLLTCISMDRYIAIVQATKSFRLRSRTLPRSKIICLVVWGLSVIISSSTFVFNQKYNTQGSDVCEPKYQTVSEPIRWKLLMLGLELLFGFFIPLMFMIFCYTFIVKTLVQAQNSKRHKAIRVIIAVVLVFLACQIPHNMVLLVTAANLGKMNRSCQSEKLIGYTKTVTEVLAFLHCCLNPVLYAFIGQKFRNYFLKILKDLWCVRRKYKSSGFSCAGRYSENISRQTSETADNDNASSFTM
APJ antagonist = APJ receptor antagonism | CHO-K1 APJ beta-arrestin complementation, luminescence | 330,000 compounds, 0.32% hits | AID 2521 | inhibition, % at 20 µM;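 active means inhibition above about 40% at 20 µM, limit read from the data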;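 further: cells challenged with 10 nM apelin-13 agonist together with compound; plate controls were apelin-13 plus DMSO wells for no effect and DMSO wells lacking apelin-13 for full effect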
CXCR6 inh = CXCR6 (human) receptor inhibition. O00574. CHO-K1 PathHunter CXCR6 beta-arrestin, luminescence. inhibition, % at 20 µM. 360,000 compounds, 0.36% hits. AID 602244; in the data active means inhibition above about 34%, passing the limit was not always enough;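 further: antagonist mode with CXCL16 agonist at 10 nM final; 0% = 10 nM CXCL16 with DMSO and 100% = unstimulated wells without agonist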
EBI2 antag = EBI2 (human) antagonism | 360,000 compounds, 0.81% hits | AID 651636 | P32249 | inhibition, % at 5 µM | EBI2 beta-arrestin recruitment, luminescence, 7a,25-OHC stimulated; in the data active means inhibition above about 38%;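 further: enzyme fragment complementation signal reports receptor beta-arrestin coupling in cells; 0% = agonist plus DMSO wells and 100% = wells without agonist; some results beyond the cut were filed as inactive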
Target sequence (P32249 whole entry, looked up, the tested form may be a part): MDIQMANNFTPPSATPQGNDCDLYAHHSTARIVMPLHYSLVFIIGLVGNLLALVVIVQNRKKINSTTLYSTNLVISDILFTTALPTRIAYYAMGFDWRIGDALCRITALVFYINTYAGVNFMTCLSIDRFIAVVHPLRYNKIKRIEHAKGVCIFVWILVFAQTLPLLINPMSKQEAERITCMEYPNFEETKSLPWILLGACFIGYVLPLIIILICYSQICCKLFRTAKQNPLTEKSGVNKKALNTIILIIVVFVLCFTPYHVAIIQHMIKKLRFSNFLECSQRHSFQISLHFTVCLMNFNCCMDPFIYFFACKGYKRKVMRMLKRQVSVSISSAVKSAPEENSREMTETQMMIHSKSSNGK
* hit, by the source's call; x = not tested or not shown.

compound	ATG4B inhibitor	CCR6 antagonist	Gli-Sufu antag	UBC13 inh	APJ antagonist	CXCR6 inh	APJ ag	EBI2 antag
COc1ccc(N(CC(=O)Nc2cccc(C)c2C)S(=O)(=O)c2c(C)n[nH]c2C)cc1	-9.6	0.6	6.8	2.4	1.1	1.1	-0.9	-4.2
CCN1C(=O)c2ccc(C(=O)O)cc2C1=O	-0.6	0.7	6.7	4.3	-5.9	-10.2	-5.2	5.2
CCOC(=O)C1=C(COc2ccc(F)cc2Cl)NC(=O)NC1c1cc(C)ccc1C (centres undefined)	-17.9	-9.8	10.9	-3.3	14.4	-11.6	9.2	11.0
Cc1cccc(OCC(=O)Nc2ccc(NC(=O)c3ccco3)cc2)c1	-18.8	3.7	14.3	-6.3	13.0	-10.9	-0.2	-7.9
CN(C)CC/C=C1\c2cc(F)ccc2CSc2ccccc21	-7.3	15.5	-0.3	12.7	-21.9	1.3	-0.6	1.3
CC(C)CNC(=O)C(=O)NCC1OCCCN1S(=O)(=O)c1ccc2c(c1)OCCO2 (centres undefined)	-3.2	4.2	3.6	1.1	-28.7	1.5	8.0	-4.3
CC1CCc2c(sc(NC(=O)CSc3nnc(-c4ccccc4)o3)c2C#N)C1 (centres undefined)	-9.0	45.3	-18.4	-20.6	6.3	-1.8	-2.1	-4.7
COc1ccc2c(c1)C(=NNC(=O)c1ccccn1)c1cc(OC)ccc1-2	-13.4	-24.9	10.3	-10.4	-1.1	4.3	-1.5	10.5

The list goes on, starting with the last two of the part before.
compound	ATG4B inhibitor	CCR6 antagonist	Gli-Sufu antag	UBC13 inh	APJ antagonist	CXCR6 inh	APJ ag	EBI2 antag
CC1CCc2c(sc(NC(=O)CSc3nnc(-c4ccccc4)o3)c2C#N)C1 (centres undefined)	-9.0	45.3	-18.4	-20.6	6.3	-1.8	-2.1	-4.7
COc1ccc2c(c1)C(=NNC(=O)c1ccccn1)c1cc(OC)ccc1-2	-13.4	-24.9	10.3	-10.4	-1.1	4.3	-1.5	10.5
COCCN(CCOC)S(=O)(=O)c1ccc(C(=O)Nc2nnc(C3CC3)o2)cc1	-10.7	2.6	1.8	-13.3	6.0	10.5	-5.5	-1.0
O=C(CN1C(=O)c2cccc3cccc(c23)C1=O)N1CCN(Cc2ccc3c(c2)OCO3)CC1	-6.5	-2.4	-2.6	6.3	-4.6	-5.4	-1.6	-2.8
COc1cc(/C=N/NC(=O)c2ccncc2)cc2c1OCO2	-4.8	-2.7	0.3	-0.4	6.4	-10.9	0.9	-9.7
O=C(c1cccnc1)N1N=C(c2cccs2)CC1c1ccc(F)cc1 (centres undefined)	4.9	18.9	4.4	-0.6	6.0	-5.5	-4.2	14.1
Cc1cccc(NC(=O)CCS(=O)(=O)c2ccc(Br)cc2)c1	2.8	9.2	25.4	2.7	-19.5	-0.6	-1.8	5.9
Cc1ccc(NC(=O)c2nnn(CC(=O)Nc3ccc4c(c3)OCO4)c2N)cc1C	-0.9	9.4	-8.5	-5.9	5.9	2.7	8.2	-6.5
Cc1cccc(NS(=O)(=O)c2ccc([N+](=O)[O-])cc2)n1	3.7	-5.4	-13.2	-5.1	-0.7	-1.8	3.5	-6.6
COCC1CCCCN1C(=O)c1ccc2oc(CCCc3ccccc3)nc2c1 (centres undefined)	28.8	15.9	-12.7	7.8	9.8	2.6	-8.4	5.1
COC(=O)c1ccc(-c2nc(O)c3cnccn23)cc1	3.6	8.2	-0.7	-45.5	9.9	-11.1	0.7	-2.1
O=C(CNc1ccccc1)N/N=C/c1ccc2c(c1)OCO2	-2.8	2.3	-15.3	-19.9	8.1	-0.8	-2.4	14.1
CCNC(=O)N1CCCC(C(=O)c2ccc(C(F)(F)F)cc2)C1 (centres undefined)	6.4	9.6	21.6	2.2	4.8	10.4	3.3	-10.7
CCCCCn1c(CNC(=O)c2cccs2)nc2ccccc21	9.7	11.8	3.3	10.8	6.8	7.3	-8.5	-1.9
CCN(C(=O)c1c(N)cnn1C)c1ccccc1	-2.7	13.8	5.2	6.3	13.0	0.8	-4.5	-1.2
CCOc1ccccc1N=Nc1c(C)[nH]n(C(N)=S)c1=O	-5.7	31.6	14.5	-87.4	28.4	22.2	-5.2	5.9
CCOc1ccc(/C(O)=C2\C(=O)C(=O)N(c3cc(C)on3)C2c2ccccc2OC)cc1 (centres undefined)	-14.8	20.5	-2.8	-22.1	9.0	5.3	-3.1	-9.5
O=C1c2ccccc2C(Nc2cccc(C(F)(F)F)c2)N1Cc1ccco1 (centres undefined)	-3.0	-14.5	18.5	3.2	-5.1	1.9	0.5	9.0
O=C1[C@@H]2[C@H]3CC[C@H](C3)[C@@H]2C(=O)N1O	2.8	1.7	4.3	6.9	-18.4	-5.9	1.5	-4.9
N#Cc1nc(Cc2ccccc2)oc1NCc1cccnc1	-5.6	11.9	0.9	11.2	2.2	0.6	-3.4	-7.9
COCCNC(=O)[C@H]1C[C@@H]1[C@H](NP(=O)(c1ccccc1)c1ccccc1)c1ccccc1	8.6	3.8	-29.7	-7.9	6.4	4.0	-6.0	-6.0
CCC(/C=N/NC(=O)CCCCC(=O)N/N=C/C(CC)CC)CC	4.9	-1.3	-6.2	-0.8	-2.2	1.2	-2.9	3.2
COc1ccc(C(=O)C2CCCN(Cc3ccc(C#CCCO)cc3)C2)c(OC)c1 (centres undefined)	-11.7	4.9	-1.5	5.7	-0.8	0.1	-0.2	16.7
O=C(/C=C/c1ccccc1Cl)c1ccccc(=O)c1O	29.6	31.4	12.5	x	x	19.7	x	-12.9
COc1ccc(C2CCCN2C(=S)Nc2ccccc2C)cc1OC (centres undefined)	23.0	-8.7	24.2	14.2	4.5	-7.1	-5.0	-6.0
O=C(Cn1ncc2c3ccccc3n(Cc3ccccc3F)c2c1=O)N1CCN(c2ccccn2)CC1	-6.8	21.3	4.6	13.4	-5.6	12.6	-6.7	4.8
COc1cc(CNCCc2ccccc2F)ccc1OCC(=O)N1CCCCC1	7.2	9.1	18.0	-10.6	3.3	0.0	-2.4	-3.2
COc1ccc(C2C(C#N)=C(N)N(c3sc4c(c3C#N)CCCC4)C3=C2C(=O)CC(C)(C)C3)cc1OC (centres undefined)	5.7	0.7	8.9	0.3	10.0	10.3	-1.3	16.4
Cc1ccc([C@@H]2C3COCC=C3C(C#N)=C(N)C2(C#N)C#N)o1 (some centres undefined)	1.1	2.3	6.3	7.7	12.9	-4.5	-2.9	-10.4
OC(c1ccccn1)(c1ccccn1)c1ccccn1	9.9	5.0	13.9	-24.0	-21.1	-8.2	-3.1	-11.2
Cc1cccc(NC(=O)N2CCCCCC2)c1C	5.3	9.2	-5.9	-4.9	-48.8	-1.1	1.4	3.2
CC(CC(=O)O)CC(=O)Nc1cc([N+](=O)[O-])ccc1O (centres undefined)	-0.6	18.9	-2.4	-3.6	22.5	15.7	-3.6	-4.4
CC(C)Oc1ccc(NC(=O)CCC(=O)O)cc1	0.9	5.4	3.4	-3.7	-6.7	-6.4	-1.0	-31.1
CCOc1cccc(CNCCCSc2ncccn2)c1	-4.4	-3.0	9.4	-4.5	17.1	7.0	-2.6	-17.9
CCOc1ccc(NC(=O)Cc2c(C(=O)O)n(C)c3ccccc23)cc1	-1.3	8.9	-10.4	-3.1	-12.5	3.5	-3.4	-6.5
COc1ccccc1Oc1ccc2c(c1)C(=O)N(CC1CCCO1)C2=O (centres undefined)	-4.0	6.3	-3.2	4.8	6.4	4.7	0.9	0.3
CCN1C(=O)[C@H]2[C@@H](c3ccc(C)cc3)N3C(=O)N(c4ccc(C(F)(F)F)cc4)C(=O)[C@@]3(CC)[C@H]2C1=O	-3.4	1.9	0.7	12.6	3.0	5.1	1.9	-0.1
COc1ccc(C(c2sc3nc(C)nn3c2O)N2CCC(O)CC2)cc1OC (centres undefined)	3.9	-1.4	2.3	-1.9	13.1	-3.5	10.1	-2.4
Cc1cc(C)n(-c2nc3c(c(=O)[nH]c(=O)n3C)n2CC(O)COc2ccc(Cl)cc2Cl)n1 (centres undefined)	-19.0	4.0	17.2	-6.0	-4.5	0.8	-2.9	6.9
COc1ccccc1C(C(=O)NC1CCCCC1)N(C(=O)c1csnn1)C1CC1 (centres undefined)	5.7	10.8	2.3	5.5	-8.7	-13.0	0.9	-3.3
O=C1CCN(Cc2ccc(O)cc2)CCN1[C@H](CO)Cc1ccccc1	-6.1	-2.6	1.5	8.9	10.6	5.9	4.0	-2.2
COc1ccc(/C=N/NC(=O)c2ccc(CSc3nncn3C)cc2)cc1OC	-2.4	5.6	33.5	8.0	6.3	-1.7	-1.0	-4.4
COc1cc(C(C)=O)ccc1COc1ccc(C(=O)OC(C)C(=O)NC(N)=O)cc1OC (centres undefined)	0.8	10.9	-0.5	-1.1	9.0	6.5	1.1	9.6
CSc1ccccc1C(=O)NC1CCCN(Cc2ccccc2F)C1 (centres undefined)	0.3	15.0	9.7	7.5	18.1	6.2	-1.6	-0.4
Cn1ncc2c(Nc3ccc(O)cc3)nc(Cl)nc21	3.7	11.0	19.1	3.8	10.1	-8.4	-3.4	2.6
Fc1ccc(NC(=S)NN=C2CCCCCC2)cc1	-11.1	41.3	-11.1	-3.4	34.1	7.3	-11.2	0.0
Cc1csc(SCC(=O)Nc2ccccc2[N+](=O)[O-])n1	-5.1	-11.9	-10.6	-3.5	3.9	-8.1	-1.9	-8.3
O=C1c2ccccc2S(=O)(=O)N1Cc1ccccc1[N+](=O)[O-]	-1.2	0.8	15.5	0.9	13.0	3.1	-0.2	-1.1
NC(=O)NC(=O)COC(=O)c1cccc(S(=O)(=O)N2CCCCCC2)c1	-15.0	3.8	6.4	-13.1	-29.7	0.6	-2.4	4.0
CCCC(=O)Nc1c(C)nn(C(=O)CCC)c1C	-7.4	6.5	0.5	2.7	4.1	0.7	0.2	-8.3

Exported with values under each structure: two of the compounds above
Values in the order: ATG4B inhibitor	CCR6 antagonist	Gli-Sufu antag	UBC13 inh	APJ antagonist	CXCR6 inh	APJ ag	EBI2 antag
COCCN(CCOC)S(=O)(=O)c1ccc(C(=O)Nc2nnc(C3CC3)o2)cc1
    -10.7	2.6	1.8	-13.3	6.0	10.5	-5.5	-1.0
O=C(CN1C(=O)c2cccc3cccc(c23)C1=O)N1CCN(Cc2ccc3c(c2)OCO3)CC1
    -6.5	-2.4	-2.6	6.3	-4.6	-5.4	-1.6	-2.8

Source: PubChem (Sanford-Burnham Center for Chemical Genomics)
